IMPase Li inh: qHTS Assay for Identifying the Cell-Membrane Permeable IMPase Inhibitors: Potentiation with Lithium | CHO-M1 cells, IP1 TR-FRET (IP-One), carbachol + lithium | Potency, µM (titrated, usually from 59.4 µM), inactives show at the highest dose activity, negative = IMPase inhibition, usual class: inhibitors | actives 0.35% (n = 210,000);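 also: IP1 builds up when IMPase is blocked and the TR-FRET signal falls; potency is read from the fitted curve at half-maximal effect; plate controls were basal vehicle for no effect and high inhibitor control for full effect; nearly all actives have a fitted effect of over 50% in size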
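Concentration–response in CHO-M1 cells, lithium-potentiated; 30 min at 37C. IP1 detected by competitive TR-FRET after 10 min lysis at RT. Hill-fitted AC50.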
SMN2 splice enh: qHTS Assay for Enhancers of SMN2 Splice Variant Expression; AID 1458, 2008; actives 2.8% (n = 210,000); Potency, µM (top dose mostly 46.1 µM), without a hit: at the highest dose activity change, positive = activation, actives largely listed as activators; HEK293 SMN2-luciferase splicing reporter, luminescence, 30-36 h; also: potency is read from the fitted curve at half-maximal effect; % of control where 0% means no effect; nearly all actives have a fitted effect of over 55% in size
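HEK293 cells carry an SMN2 […]–luciferase reporter in which exon 7 inclusion puts luciferase in frame. Cells were plated 10-12 h before compound addition, then incubated 30-36 h at 37C. ONE-Glo luminescence was read; sodium butyrate at 4.5 mM final served as control.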
CBFb RUNX1 block: qHTS Assay for Compounds Blocking the Interaction Between CBF-beta and RUNX1 for the Treatment of Acute Myeloid Leukemia; 230,000 tested, under 10 active; Potency, µM (top dose mostly 59.8 µM), for the others: at the highest dose activity, negative = inhibition, actives largely listed as inhibitors; AlphaScreen CBFb-His/RUNX1-biotin binding, biochemical; AID 1477, 2009; also: % of control where 0% means no effect
Target sequence (Q01196 whole entry, looked up): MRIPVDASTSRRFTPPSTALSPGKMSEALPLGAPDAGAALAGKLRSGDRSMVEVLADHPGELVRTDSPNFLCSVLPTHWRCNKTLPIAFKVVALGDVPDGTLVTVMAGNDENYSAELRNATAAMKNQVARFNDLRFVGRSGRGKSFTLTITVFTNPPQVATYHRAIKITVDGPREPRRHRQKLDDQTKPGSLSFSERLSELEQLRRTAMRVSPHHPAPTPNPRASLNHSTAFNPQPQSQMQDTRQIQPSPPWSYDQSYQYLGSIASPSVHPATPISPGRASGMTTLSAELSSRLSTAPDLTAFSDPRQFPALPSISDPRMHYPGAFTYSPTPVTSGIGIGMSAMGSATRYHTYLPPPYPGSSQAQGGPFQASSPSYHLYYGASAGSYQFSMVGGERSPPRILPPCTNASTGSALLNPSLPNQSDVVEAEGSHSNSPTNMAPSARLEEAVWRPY
Target sequence (Q13951 whole entry, looked up): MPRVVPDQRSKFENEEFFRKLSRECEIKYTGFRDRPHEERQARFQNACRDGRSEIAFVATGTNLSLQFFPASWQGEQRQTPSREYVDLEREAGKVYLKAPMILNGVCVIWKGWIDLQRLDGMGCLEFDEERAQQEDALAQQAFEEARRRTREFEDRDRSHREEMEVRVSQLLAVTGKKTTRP
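Room-temperature protein-protein interaction test with 30 nM each of His-tagged CBF-beta and biotinylated RUNX1, 15 min with compound, then 90 min with nickel plus streptavidin beads. Signal read in AlphaScreen mode.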
HTT aggregate: qHTS Multiplex Assay to Identify Dual Action Probes in a Cell Model of Huntington: Aggregate Formation (GFP) | actives 1.1% (n = 220,000) | PC12 HttQ103-GFP aggregates, Acumen cytometry, 40 h | Potency, µM (doses to about 46.1 µM), inactives show at the top dose activity change, negative = inhibition, hits mostly inhibitors; also: potency is read from the fitted curve at half-maximal effect; % is scaled to controls: 0 for no effect and ±100 for the full control effect; nearly all actives have a fitted effect of over 60% in size
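Aggregate formation scored by laser-scanning cytometer (488 excitation, 500–530 emission) in lysed PC12 cells expressing Q103-GFP after 100 nM tebufenozide induction; library tested in dose series, with ATPLite reagent added in the multiplex.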
Lamin A splicing: qHTS Assay for Modulators of Lamin A Splicing | HeLa LMNA splicing GFP/RFP minigene ratio, 48 h | Potency, µM (highest dose often 46.1 µM), inactives show top-dose ratio change, negative = inhibition, hits mostly inhibitors | actives 0.01% (n = 200,000) | AID 1487, 2009; active = well fitted inhibition curve with a large enough effect in the signal ratio, with a control signal flat, not every such curve was filed as active; inconclusive = small, poorly fitted or top-dose-only effect, or effect the other way, or a change in a side signal; the % refers to the signal ratio; also: potency is read from the fitted curve at half-maximal effect; % is scaled to controls: 0 for no effect and ±100 for the full control effect
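S3 HeLa stable clones carrying a lamin A-EGFP splicing minigene plus DsRed2 were seeded at 600 cells/well in Opti-MEM with 2% FBS, pin-dosed and incubated 48 h at 37°C. Acumen cytometry (488 nm) gave the GFP/RFP total-intensity ratio.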
Luc counter: Counterscreen for Luciferase (Kinase-Glo TM) Inhibition; Luciferin 4-monooxygenase (Photuris pensylvanica), Q27757; Kinase-Glo luciferase, ATP luminescence, 8 min; Potency, µM (series often up to 38.3 µM), inactives show at the top dose activity change, negative = inhibition, most hits filed as inhibitors; actives 0.28% (n = 200,000); AID 1379, 2008; also: potency is read from the fitted curve at half-maximal effect; % is scaled to controls: 0 for no effect and ±100 for the full control effect; nearly all actives have a fitted effect of over 60% in size
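Recombinant Kinase-Glo luciferase, 10 uM ATP (linear range), luciferin; imidazole pH 7.2 / KCl / MgCl2 / Tween / BSA buffer; 8 min RT; luminescence.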
HTT ATP protect: qHTS Multiplex Assay to Identify Dual Action Probes in a Cell Model of Huntington: Cytoprotection (ATP); Potency, µM (top dose mostly 56.4 µM), without a hit: cytoprotection (ATP increase), most hits filed as activators; actives 0.14% (n = 230,000); PC12 HTT-Q103 induced, cytoprotection, ATP luminescence, 40 h;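 also: potency is read from the fitted curve at half-maximal effect; % of control where 0% means no effect; nearly all actives have a fitted effect of over 45% in size; toxic huntingtin expression switched on by the ecdysone agonist tebufenozide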
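Stable PC12 Q103-GFP cells in serum-supplemented, phenol red-free DMEM; induction by tebufenozide at 100 nM final; compound dose series; cell viability quantified luminescently from ATP.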
An asterisk follows results filed as active; ? = inconclusive; nt = no result given; & = joins results of further samples; [ ] = another dose, or the depositor's remark. Unless noted, calls follow the shape of the dose curve; as a rule, active = well fitted curve in the direction sought with a large enough effect; inconclusive = small, poorly fitted or top-dose-only effect, or another doubt; inactive = no such curve, though single readings can be large; an effect the other way counts as inactive or inconclusive. Rows were taken by chance. Share with any hit: about 4%.

Each structure is followed by: IMPase Li inh	SMN2 splice enh	CBFb RUNX1 block	HTT aggregate	Lamin A splicing	Luc counter	HTT ATP protect
> COc1ccc(C(=O)N[C@H](C(=O)NCC2CCCCC2)C(C)C)cc1
  5.1%[38.3 µM]	6.1%	0.5%	-1.9%[9.22 µM]	-8.7%	7.1%	0.2%
> Cc1ccc(-c2nnn(CC(=O)N(Cc3ccco3)C(C(=O)NC3CCCC3)c3cccs3)n2)o1 (centres undefined)
  15.6%	-1.5%	-1.1%	4.0%	-5.2%	-1.0%	-6.0%[10 µM]
> Cc1cc(N2CCC(C)CC2)nc(SCC(=O)c2ccccc2)n1
  12.8%	-14.0%	-1.3%	?	-0.8%	1.5%	11.8%[10 µM]
> CC(C)CC(=O)N1CC(C)N(C(=O)CC(C)C)CC1C (centres undefined)
  1.3%	-15.7%	-6.4%	17.1%	8.8%	-2.6%	15.1%[10 µM]
> Cc1cccc(-n2c(SCC(=O)N3CC(=O)Nc4ccccc43)nc3ccccc3c2=O)c1C
  11.4%	-19.1%	-15.2%	?	?	3.2%	0.891µM*
> O=c1oc2ccccc2c(O)c1Cc1cc(Cl)c2cccnc2c1O
  nt	nt	-5.3%	-41.3%[9.22 µM]	?	nt	-55.1%[inhibitor][10 µM]
> CCOc1ccc(/C=C/[N+](=O)[O-])c2ccccc12
  19.1%[38.3 µM]	-21.0%	-8.0%	-0.4%	?	-4.4%	-74.1%[inhibitor]
> N#CCC(=O)Nc1nc(-c2ccc3c(c2)OCCO3)cs1
  5.5%	12.6µM*	-12.6%	3.1%	?	5.1%	-62.1%[inhibitor]
> Cc1cccc[n+]1CC(=O)Nc1ccc([N+](=O)[O-])cc1Cl
  19.9%[38.3 µM]	-16.0%	-1.3%	-9.7%	0.9%	-6.9%	0.4%
> Cc1ccc(NC2=NC(c3ccccc3)n3c(nc(C)cc3=O)N2)c(C)c1 (centres undefined)
  1.8%[38.3 µM]	-4.5%	-2.0%	-14.3%	-2.1%	2.6%	-10.5%
> O=C(O)CNC(=O)c1cccc(C(F)(F)F)c1
  -5.8%	-4.5%	-9.2%	-5.5%	5.2%[46 µM]	-2.2%	-4.8%[10 µM]
> COc1cc(OC)c2c(c1)OC(=O)CC2c1cc(OC)c(OC)c(OC)c1 (centres undefined)
  23.6%	nt	-0.8%[89.1 µM]	nt	nt	-1.1%[39.9 µM]	10.6%
> CCN1C(=O)N[C@@H](c2ccccc2)[C@H](C(=O)OC)[C@H]1C
  0.0%	-8.2%[9.22 µM]	-5.5%[13.1 µM]	nt	?	-5.0%[7.66 µM]	-1.6%[10 µM]
> CCCNC(=O)c1c(N)n(-c2ccc3c(c2)OCO3)c2nc3ccccc3nc12
  -0.1%[38.3 µM]	-23.9%	17.5%	2.5%	5.6%	-4.7%	-24.9%
> NC(=O)c1ccc[n+]([C@@H]2OC(COP(=O)([O-])OP(=O)(O)OCC3OC(n4cnc5c(N)ncnc54)C(OP(=O)(O)O)C3O)C(O)C2O)c1 (some centres undefined)
  6.8%	-13.2%	0.1%	nt	nt	?	28.5%
> O=C(/C=C\NCC(=O)c1ccccc1)c1ccc(F)cc1
  -3.1%[38.3 µM]	-14.4%	0.2%	2.9%	-11.9%	-1.1%	-12.2%
> CCOc1ccccc1C1CC(c2ccc(F)cc2)Nc2nc(N)nn21 (centres undefined)
  16.6%[38.3 µM]	-13.7%	1.2%	-3.7%	-5.3%	1.9%	-3.1%
> CCOC(=O)c1sc(NC(=O)CSc2nc(C)cc(C)c2C#N)c(C#N)c1C
  -7.0%[38.3 µM]	-27.8%	-2.1%	?	0.7%	1.7%	5.0%
> Cn1c(=S)n(CCC(=O)O)c2ccccc21
  6.7%	nt	-8.4%	0.8%[9.22 µM]	-11.8%[46 µM]	-1.6%	-15.3%[10 µM]
> Cc1cccc(OCC(=O)N/N=C2/SCC(=O)N2Cc2ccco2)c1
  2.6%	nt	-3.5%	-13.7%[9.22 µM]	18.7%[46 µM]	-1.2%	-12.6%[10 µM]
> COc1ccc(N2CCN(CCCNC(=O)CC3Oc4ccc(C)cc4NC3=O)CC2)cc1 (centres undefined)
  19.6%[38.3 µM]	-35.3%[inhibitor]	-8.7%	0.7%	-10.8%	-0.7%	17.1%[10 µM]
> COC(=O)c1ccc(C2C(C(=O)Nc3ccccc3C)=C(C)Nc3ncnn32)cc1 (centres undefined)
  0.7%[38.3 µM]	15.9%	9.1%	0.7%	1.4%	-2.1%	-13.5%
> O=C(CC1NCCc2ccccc21)Nc1cccc(Cl)c1 (centres undefined)
  12.6%	27.6%	-6.5%	-5.1%	22.3%[46 µM]	-1.4%	15.3%[10 µM]
> Cc1ccc(-c2ccc(/C=C3\SC(N4CCOCC4)=NC3=O)o2)cc1
  5.5%	-47.5%[inhibitor]	-6.2%	-0.2%	?	1.8%	2.82µM*
> CCOC(=O)c1ccc2nc(CCC(=O)N[C@H](C(=O)OC)C(C)C)c(=O)n(CC)c2c1
  -27.6%	-6.4%	19.4%	5.8%	nt	1.6%	-29.5%
> COC(=O)C(C)n1cnc2c(cnn2-c2ccc(Cl)cc2)c1=O (centres undefined)
  21.9%[38.3 µM]	-7.8%	3.8%	6.8%	5.1%	0.0%	3.9%[10 µM]
> CC(C)CCNC(=O)C1CCC(CNc2c(N3CCCC3)c(=O)c2=O)CC1 (centres undefined)
  nt	nt	4.5%	-7.1%[9.22 µM]	nt	nt	-16.4%[10 µM]
> COc1cc(CCC(=O)Nc2ccc(Br)c(C(F)(F)F)c2)cc(OC)c1OC
  -7.0%	-41.0%[inhibitor]	4.6%	-13.9%	?	1.3%	8.7%[10 µM]
> FC(F)(F)c1nnc(-c2ccccc2)nc1Sc1ccc(Cl)cc1
  34.3%[activator][38.3 µM]	-31.8%[inhibitor]	2.4%	?	-12.2%	0.1%	?
> Cc1ccc(NC(=O)COC(=O)CCc2nc3ccccc3n2-c2ccccc2)c(C)c1
  4.1%	5.7%	-4.1%	11.3%	-9.9%	-2.7%	37.3%[10 µM]
> CCCNC(=O)NC(=O)COc1ccc(-c2ccc(C#N)cc2)cc1
  3.8%	-1.5%	16.1%	-0.4%	15.0%[46 µM]	2.2%	-11.2%[10 µM]
> CC1CC(OCC(O)CN2CCN(Cc3ccccc3)CC2)CC(C)(C)C1 (centres undefined)
  2.0%[38.3 µM]	4.9%	9.0%	-15.9%	6.7%	-0.4%	-9.1%
> Cc1nc(C(F)(F)F)c(C(=O)NC(=O)Nc2ccc(OC(F)(F)F)cc2)s1
  -0.9%	-9.9%	13.9%	-21.6%	0.4%	2.4%	9.0%[10 µM]
> O=C(C1CCN(S(=O)(=O)c2cccc3cccnc23)CC1)N1CCCC1
  -5.3%[38.3 µM]	7.1%	0.1%	8.2%	-1.5%	0.4%	-15.8%
> O=C1N/C(=N\N=C\c2cccs2)SC1Cc1ccc(Cl)cc1 (centres undefined)
  0.5%	9.4%	-1.3%	-5.9%	-3.0%	1.3%	?
> Cc1cccc(Oc2nc(-c3cccc([N+](=O)[O-])c3)nc3ccccc23)c1C
  -15.9%[38.3 µM]	-20.3%	3.6%	-1.2%	-0.4%	-2.3%	-3.2%
> CCc1cc(-c2n[nH]c(=S)n2Cc2ccccc2)cs1
  33.5%[38.3 µM]	-6.1%	0.1%	4.0%	-10.9%	-3.9%	-15.6%
> NC1(C(=O)O)CCc2cc(C(=O)O)ccc21 (centres undefined)
  1.1%&-3.7%	5.8%&-3.4%	28.4%&15.8%	nt	-22.6%	-8.7%	-35.1%[inhibitor]
> Cc1ccc(NC(=O)c2cc(=O)c3ccccc3o2)cc1S(=O)(=O)N1CCOCC1
  nt	nt	3.9%	0.7%[9.22 µM]	nt	nt	-0.7%[10 µM]
> CN1CCN(S(=O)(=O)c2cccc(C(=O)NCc3ccccc3Cl)c2)CC1
  1.3%	-8.2%	-0.1%	2.4%	10.5%[9.22 µM]	1.6%	10.3%
> C=CCn1c(=O)c2c(nc3n2CCS3)n(C)c1=O
  -6.9%[38.3 µM]	-0.7%	16.1%	-8.4%	8.4%	-0.1%	-16.2%[10 µM]
> CCC(NC(=O)NCc1ccccc1)(C(F)(F)F)C(F)(F)F
  4.2%	-0.1%	7.5%	-1.9%	-15.3%	2.8%	-2.0%[10 µM]
> CSCC[C@H](NC(=O)C1CCN(S(=O)(=O)c2ccc(C)cc2)CC1)C(=O)NCC1CCCO1 (some centres undefined)
  -12.4%[38.3 µM]	-1.1%	10.4%	-9.8%	-0.9%	0.6%	2.4%
> C/C(=N/NC(=O)c1ccc(C)s1)c1cccc(NC(=O)COc2ccc(Cl)cc2C)c1
  -4.0%[38.3 µM]	-7.6%	0.1%	-7.3%	21.4%	2.3%	-9.6%
> CCS(=O)(=O)N1CCN(c2ccccc2F)CC1
  -1.0%[38.3 µM]	0.1%	3.1%	5.3%	9.3%	1.6%	20.1%
> COc1ccc(NC(=O)CSc2n[nH]c(-c3ccco3)n2)cc1
  -1.8%	2.5%	-1.4%	8.5%[9.22 µM]	nt	1.3%	-4.4%[10 µM]
> COC(=O)CSc1nnc(CNC(=O)c2ccc(S(=O)(=O)N(C)C)cc2)n1C
  -4.7%	-43.5%	14.3%	2.5%	7.7%[9.22 µM]	2.4%	-1.1%
> c1ccc2c(Oc3ccc4c(c3)OCO4)nncc2c1
  9.6%[38.3 µM]	10µM*	1.2%	-1.9%	?	-12.8%	-86.6%[inhibitor][10 µM]
> CCC1CCCCN1CCCNC(=O)CCCOc1cc(=O)n(C)c2ccccc12 (centres undefined)
  6.9%	?	-19.7%	-2.9%	9.4%[9.22 µM]	-2.2%	-4.6%
> CCc1cc(Br)ccc1N1C(=O)C2CC=CCC2C1=O (centres undefined)
  25.2%	-38.0%[inhibitor]	-14.2%	-12.3%	?	-2.4%	11.1%[10 µM]
